Compound activity deposited in PubChem by National Center for Advancing Translational Sciences (NCATS).
LDHA block = inhibitors of human lactate dehydrogenase A | P00338 | purified LDHA, NADH/diaphorase-resazurin fluorescence; active compounds read low | activity change, % (values are at about 110 or 230 µM) | 0.15% of 480,000 active; in the data active means activity change below about -30%; inconclusive means mostly about -25% to -30%;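 further: plate controls were DMSO wells for no effect and wells without enzyme for full effect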
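Human LDH5 (2 nM) was incubated with 0.06 mM NADH and 0.2 mM pyruvate for 5 min at room temperature in Tris pH 7.4. Remaining NADH was coupled through diaphorase/resazurin, and resorufin fluorescence was read at 0 and 20 min.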
ALOX12 inh = ALOX12 (human) lipoxygenase inhibition; Potency, µM (doses to about 108 µM), for inactives: top-dose activity change, negative = inhibition, hits mostly inhibitors; AID 1671190; P18054; purified 12hLO, xylenol orange hydroperoxide absorbance; 1.1% of 580,000 active; active means well fitted inhibition curve with a large enough effect; inconclusive means small, poorly fitted or top-dose-only effect, or another doubt; inactive means no such curve, though single readings can be large or run the other way; further: potency means the concentration at half of the fitted maximal effect
Target sequence (P18054 whole entry, looked up): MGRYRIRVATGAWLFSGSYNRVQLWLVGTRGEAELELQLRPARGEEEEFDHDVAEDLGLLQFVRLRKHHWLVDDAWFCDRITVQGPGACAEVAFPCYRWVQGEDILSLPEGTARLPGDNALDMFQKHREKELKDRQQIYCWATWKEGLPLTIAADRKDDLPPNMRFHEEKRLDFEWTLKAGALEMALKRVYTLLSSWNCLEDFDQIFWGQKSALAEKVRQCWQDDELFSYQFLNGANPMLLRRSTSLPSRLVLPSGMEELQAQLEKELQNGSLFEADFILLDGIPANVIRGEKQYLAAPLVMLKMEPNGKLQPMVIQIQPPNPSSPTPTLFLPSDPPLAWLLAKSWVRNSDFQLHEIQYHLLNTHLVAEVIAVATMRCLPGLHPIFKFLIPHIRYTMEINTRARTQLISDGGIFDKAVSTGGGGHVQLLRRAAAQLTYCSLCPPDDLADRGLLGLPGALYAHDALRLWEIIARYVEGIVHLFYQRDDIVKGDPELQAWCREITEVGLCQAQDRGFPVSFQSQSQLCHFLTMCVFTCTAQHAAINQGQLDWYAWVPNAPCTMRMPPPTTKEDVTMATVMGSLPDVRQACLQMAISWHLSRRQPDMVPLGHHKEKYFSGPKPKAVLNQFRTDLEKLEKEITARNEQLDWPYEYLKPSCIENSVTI
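Hydroperoxide product was detected by ferrous iron/xylenol orange as the 573 to 405 nm absorbance ratio. Arachidonic acid at 40 uM (final) was turned over for 30 min at room temperature by 150 nM human 12hLO, pH 7.0 Hepes buffer, after 15 min compound preincubation.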
The depositor's hits bear a star; ? = inconclusive; [ ] = remark or other dose. Unless noted, on the % scale 0 is the no-effect control and ±100 the full control effect. A portion of the library. The share of hits here may be higher or lower than overall.

LDHA block	ALOX12 inh	Compound
2.4	19.6%	CCc1cccc2c(C(=O)Cn3nnc(-c4ccccc4C)n3)c[nH]c12
-5.1	-3.4%	CC(=O)c1cccc(NC(=O)C2Cc3c(-c4ccc5c(c4)OCO5)ccnc3O2)c1 (configuration not stated)
7.2	-3.0%	O=C1CN(C(=O)Cn2ccc3ccc(OCc4ccccc4)cc32)CCN1
4.9	-9.3%	CCCCCCNc1nc2c(c(=O)n(C)c(=O)n2C)n1CCC
22.0	-8.3%	O=C(C(O)c1ccc(Br)cc1)N1CCC(Nc2ccc3[nH]ncc3c2)CC1 (configuration not stated)
2.3	-21.1%	Cc1ccc2[nH]c(=O)c(CN(C)C(=O)c3cccc(Cl)c3)cc2c1
5.4	-25.7%	Cc1nc2cc(NC(=O)c3ccc(F)c(F)c3)ccc2o1
1.7	-9.1%	CCCCCc1c(CC)ncn1CCc1ccccc1OC
-21.5	21.0%	CCCCNC(=O)c1ccccc1NC(=O)Cn1cnc2c1c(=O)n(C)c(=O)n2C
-3.6	7.2%	CC(C)Cc1ccc2cc(C(=O)O)[nH]c2c1
-0.8	-7.9%	CC1(C(=O)Nc2ccc3c(c2)OCO3)CCN1C(=O)CCC1CCCC1 (configuration not stated)
0.2	39.0%[activator]	C/C(=N/NC(=O)c1cccc(C)c1)c1ccc2ccccc2c1
-3.4	37.2%	CCCCOc1ccc(/C=C(/C#N)c2nc3ccccc3[nH]2)cc1OC
-13.7	-21.9%	CC(C)(C)NC(=O)CC(c1ccccc1)c1ccccc1
11.9	-36.5%	CCN(CC)Cc1c(C=O)sc2c1CCCC2
-0.8	-11.2%	O=C1NC[C@@H](CCCCN2C[C@H](Cc3ccc(O)cc3)N(CCc3ccccc3)C(=O)C2=O)N(CC2CCCCC2)C1=O
-1.0	9.2%	Cc1cc(C(=O)NC2CCCCC2C)cs1 (configuration not stated)
0.5	11.9%	Cc1ccc(COc2ccccc2CNc2ncn[nH]2)cc1
5.7	?	COCc1nn2c(=O)c(NC(=O)c3ccccc3)cnc2s1
-4.9	-1.7%	CCCn1c(-n2nc(C)cc2C)nc2c1c(=O)n(Cc1ccc(F)cc1)c(=O)n2C
10.8	26.4%	COc1cc2c(cc1OC)C(=O)C(Sc1nnc(-c3cccc(Cl)c3)o1)C2 (configuration not stated)
2.6	?	O=C1NC[C@H](CCCCN2C[C@H](Cc3ccccc3)N(CCC3CCCCC3)C(=O)C2=O)N(CCc2ccc(O)cc2)C1=O
2.9	?	Cc1cc(N)ccc1-c1ccc(N)cc1C
3.0	42.3%[activator]	CC(NC(=O)CC(C)(C(=O)O)c1ccccc1)c1ccc(Cl)c(Cl)c1 (configuration not stated)
4.2	-10.8%	COc1cc(OC)c(NC2=NS(=O)(=O)C(c3ccc(C)c(C)c3)=C2C)cc1Cl

3 compounds from above, arranged by their value in ALOX12 inh, largest number first:
molecule	ALOX12 inh
CCc1cccc2c(C(=O)Cn3nnc(-c4ccccc4C)n3)c[nH]c12	19.6%
CC(=O)c1cccc(NC(=O)C2Cc3c(-c4ccc5c(c4)OCO5)ccnc3O2)c1 (configuration not stated)	-3.4%
Cc1ccc2[nH]c(=O)c(CN(C)C(=O)c3cccc(Cl)c3)cc2c1	-21.1%

Random excerpt: two entries already listed, in no set order.
LDHA block	ALOX12 inh	Compound
2.9	?	Cc1cc(N)ccc1-c1ccc(N)cc1C
-0.8	-11.2%	O=C1NC[C@@H](CCCCN2C[C@H](Cc3ccc(O)cc3)N(CCc3ccccc3)C(=O)C2=O)N(CC2CCCCC2)C1=O

More compounds
LDHA block	ALOX12 inh	Compound
5.5	-28.2%	COc1ccc2c(CCNC(=O)c3ccccc3C)c[nH]c2c1
0.5	18.9%	COc1ccc(Cl)cc1NC(=O)Nc1nnc(N(C)C2CCCCC2)s1
-6.4	-1.7%	CSc1ccc(C(C)NC(=O)c2cccc(F)c2)cc1 (configuration not stated)
3.9	-13.3%	CNC(=O)NC(=O)C(C)NC(C)c1ccc(Cl)cc1 (configuration not stated)
-9.6	-2.2%	COCCNC(=O)C1(C)CCN(C(=O)c2ccc3c(c2)C(C)(C)CCC3(C)C)C1 (configuration not stated)
-1.1	-10.6%	Cc1c(C(=O)OC(C)C(=O)N2CCNC2=O)oc2ccc(Cl)cc12 (configuration not stated)
-8.9	-15.0%	CCCCn1nnnc1C(c1ccccc1)N1CCN(CC)CC1 (configuration not stated)
-4.1	23.1%	Cc1ccccc1Cn1c(C)c(C(=O)NCc2cccc(C(F)(F)F)c2)sc1=O
3.7	?	CCOC(=O)[C@]12CCCC=C1N(Cc1ccc(Cl)cc1Cl)C(=O)[C@H](CC(=O)NCc1ccc(OC)c(OC)c1)C2
-0.2	-25.1%	CCCC(=O)N1CCC1(C)C(=O)Nc1ccccn1 (configuration not stated)
-2.3	-5.1%	CCCCc1ccc(-c2ccc(C3CCC(CC)CC3)cc2)nc1 (configuration not stated)
-0.7	?	CCCCNCc1ccc(C)s1
2.2	?	c1ccc(CCNc2ccc3ncc(-c4cccc5ccccc45)n3n2)nc1
-12.5	-2.9%	O=C1c2ccccc2NC(c2cccc(Cl)c2)N1CCCN1CCOCC1 (configuration not stated)
-3.6	14.7%	COc1ccc(C(=O)N2CCCC(c3cc(C(=O)Nc4ccccc4)no3)C2)cc1 (configuration not stated)
-10.1	27.9%	Cc1ccc(SC(C(=O)c2ccccc2)C(=O)c2ccccc2)cc1
-1.7	60.7%	Cn1ccnc1C(NCC(O)COCc1cccs1)c1ccccc1 (configuration not stated)
-9.4	9.8%	Cn1c(=O)[nH]c(=O)c2c1nc(N1CCN(CC(N)=O)CC1)n2Cc1ccc(Cl)cc1
-0.4	-35.4%	O=C(c1cc2ccccc2oc1=O)N1CCCN(Cc2ccccc2)CC1
8.5	?	CC(C)(CNC(=O)C(Cl)(Cl)Cl)CNC(=O)C(Cl)(Cl)Cl
13.9	3.9%	CSc1ccccc1N=Cc1ccc(Cl)c(Cl)c1
4.4	99.0%[activator]	N#Cc1ccc(CN2CCCc3ccccc32)cc1
1.4	-18.1%	O=C(CCCOc1ccc(Cl)cc1Cl)OCC(=O)c1ccccc1
0.2	?	COc1ccc(Cc2c(C(C)(C)C)nc3ccc(C)cn23)c(C)c1
-5.1	-12.0%	CCNC(=O)C1(C)CCN1CCC(=O)c1ccc(Br)cc1 (configuration not stated)
11.5	?	Cc1ccc(OC(C)c2nc(-c3ccc(Br)o3)no2)cc1C (configuration not stated)
7.3	?	O=C(CSc1ccc2c(c1)OCCCO2)c1ccc(NC(=O)c2ccccc2)cc1
-7.2	-10.7%	COc1ccc(CN(C(=O)c2ccc(C#N)cc2)C(C)C2CC2)cc1 (configuration not stated)
12.2	-33.9%	Cn1ccc2cc(S(=O)(=O)N3CCC(C(=O)NCCCN4CCOCC4)CC3)ccc21
7.1	15.8µM*	N#Cc1ccc(/C=N/Nc2ccc(F)cc2)cc1
-15.5	-14.0%	CCn1nc(-c2ccc(C)c(S(=O)(=O)NCc3ccccc3)c2)c2c(c1=O)CCCC2
-3.9	-3.2%	Cc1c(C(=O)NCc2cccc(C(F)(F)F)c2)sc(=O)n1Cc1ccccc1F
-4.9	?	O=C(CSc1nc(C2CC2)nc2ccccc12)NC1CCCC1
-17.2	13.0%	CC(=O)Nc1cncc(-c2ccc(CN(C)C)cc2)n1
0.6	-14.8%	O=S(=O)(NCCO)c1cc(Br)ccc1Br
-2.2	-23.4%	CCC(C)NC(=O)c1cc(-c2cccnc2)nc2ccccc12 (configuration not stated)
2.0	32.7%	CCc1ccc(C(=O)N(Cc2ccccn2)C2CC2)s1
8.6	?	CCc1c(C(=O)Nc2sc(C)c(C)c2C#N)csc1C
4.5	-5.2%	COc1ccc(S(=O)(=O)NC(=O)C2(C)CCN2C(=O)Cc2ccccc2Cl)cc1 (configuration not stated)
-4.0	?	CNc1c(NC(=O)c2cccc(C)c2)c(=O)oc2ccccc12
3.9	?	COc1cc(/C=C/c2ccc3cccc(O)c3n2)cc(OC)c1
-4.9	-9.9%	C=CC[N+](C)(C)CC(=O)c1ccccc1
2.9	?	c1coc(-c2nnc(CSc3ccc4c(c3)OCCCO4)o2)c1
4.3	9.7%	COc1ccc(C2CC(=O)Nc3c2c(C)nn3-c2ncnc3nc[nH]c23)cc1OC(C)C (configuration not stated)
6.2	28.9%	COc1ccc(-c2nc(SCc3ccccc3)n(C(C)=O)n2)cc1
13.0	3.3%	Cc1ccccc1OC(=O)C(c1ccccc1)c1ccccc1
-33.8*	41.6%[activator]	CCCOC(=O)c1ccc(Nc2nc(C(=O)OCC)nc3ccccc23)cc1
3.4	-27.5%	Cc1cc(C)cc(-n2ncc3c2NC(=O)CC32C(=O)Nc3ccc(C(C)C)cc32)c1 (configuration not stated)
-9.7	?	CCOC(=O)CN(CC(=O)NC(=O)NC)CC(C)C
-7.1	-27.0%	CCCCCCCCS(=O)(=O)CCSC(=N)N

Additional results follow.
LDHA block	ALOX12 inh	Compound
0.1	1.8%	CC(C)N(C(=O)c1ccc(I)cc1)C(C)C
-2.1	-23.3%	O=C(c1n[nH]c(=O)c2ccccc12)N1CCc2sccc2C1
-0.7	6.6%	CC(C)c1ccc(CNC(C)(C)CO)cc1
-12.5	0.6%	COCCNC(=O)C1(C)CCCN(C(=O)c2ccccc2)C1 (configuration not stated)
-1.8	-23.6%	C=CCNCc1ccsc1
7.3	18.6%	COC(=O)CC1C(=O)NCCN1S(=O)(=O)c1ccc(Cl)cc1C(F)(F)F (configuration not stated)
4.4	?	Cc1cccc(NC(=O)CN(C)C(=O)Cc2ccc3ccccc3c2)c1C
-0.6	3.9%	O=c1oc2ccccc2c(N2CCCC2)c1NS(=O)(=O)c1ccccc1Cl
7.3	-30.1%	CCOC(=O)C1=CNc2nncn2C1(O)C(F)(F)F (configuration not stated)
2.8	-0.4%	CCN(Cc1cccs1)C(=O)c1[nH]c2c(c1C)C(=O)CCC2
1.2	-15.2%	Cc1cc2oc(=O)cc(CN(C)CCO)c2cc1C
5.2	1.1%	CCN(CC)c1nc2ccccc2nc1C(=O)Nc1cccc(F)c1
1.3	?	O=C(O)c1cc(Nc2nc(-c3ccccc3)cs2)ccc1O
8.5	-0.3%	O=C(NC12CC3CC(CC(C3)C1)C2)c1ccc(Cl)cc1
-9.3	24.8%	CS(=O)(=O)N(CC(=O)Nc1ccccc1C(=O)NCC1CCCO1)c1ccc(F)c(F)c1 (configuration not stated)
11.0	-0.3%	CCc1cnc2c(c1SCC(=O)Nc1ccccc1C)c(=O)n(C)c(=O)n2C
-3.6	-18.3%	Cc1ccc(NC(=O)CSc2nc3c(c(=O)[nH]2)CCC3)cc1
-2.3	?	FC(F)(F)c1cc(Cl)c2nc(-c3ccccc3)c(Cc3ccccc3)n2c1
-9.5	1.8%	COc1ccc(Nc2nc(Nc3cc(C)ccc3C)c3nccnc3n2)cc1Cl
-10.1	?	COc1ccc(CN2C(=O)CN(S(C)(=O)=O)CC2(C)C(=O)Nc2c(C)cccc2C)cc1 (configuration not stated)
-5.5	-9.4%	CCCc1cc(=O)n2c(C(=O)Nc3ccccc3)c(C(=O)Nc3cccc(C)c3C)sc2n1
0.9	-33.3%	Cc1cccc(NS(=O)(=O)c2cc(-c3ccno3)oc2C)c1C
3.9	-5.8%	Cc1ccccc1C(=O)N1CCC(c2nc3ccccc3o2)CC1
-10.6	39.8µM*	O=c1[nH]c2ccc(S(=O)(=O)Nc3c(NC4CCCCC4)c4ccccc4oc3=O)cc2o1
-0.3	30.2%	O=C(CCc1cccnc1)NCCc1c[nH]c2ccccc12
12.1	?	Cc1ccc(S(=O)(=O)N2CCN(CCNC(=O)COc3ccc(C(C)C)cc3)CC2)cc1
-24.8	-18.7%	Cc1ccc(N(Cc2ccco2)C(=O)CCc2ncc(-c3ccc(F)cc3F)o2)cc1
1.6	-10.4%	CCc1cc(C)nc(C)c1O
-5.1	24.7%	CCn1c(N2CCN(C)CC2)nc2c1c(=O)[nH]c(=O)n2C
1.5	-3.4%	COCCN1CN=C(Nc2nc(C)c3ccccc3n2)NC1
3.1	?	Cc1ccc(Cn2cc(CN3CC(N4CCN(CCN(C)C)CC4)CS3(=O)=O)nn2)cc1 (configuration not stated)
-2.1	?	CCc1ccc(C2C(C(C)=O)C(=O)CC(C)(O)C2C(C)=O)cc1 (configuration not stated)
4.4	?	CC(C)CCNc1nc2ccccc2nc1C(C#N)S(=O)(=O)c1ccc(F)cc1 (configuration not stated)
-6.1	-2.6%	O=C1NC[C@@H](CCCCN2C[C@H](Cc3ccc(O)cc3)N(CCC3CCCCC3)C(=O)C2=O)N(CCc2ccc(O)cc2)C1=O
-8.0	?	CC1(C(=O)Nc2ccc(F)c(Cl)c2)Cc2c(-c3ccc(C(N)=O)cc3)ccnc2O1 (configuration not stated)
2.0	-25.0%	Cc1ccc(-n2nnc(C(=O)NC(C)c3ccccc3)c2C)cc1Cl (configuration not stated)
-1.8	?	COC(=O)C1=C(CN2CCCCC2)NC(=O)NC1c1ccc(C)cc1 (configuration not stated)
-3.4	0.2%	Cc1ccc(C(NC(=O)COc2ccccc2)c2cccs2)cc1 (configuration not stated)
-4.4	42.0%[activator]	CC(C)C(N)c1csc(Nc2ccc(C(=O)NCCCO)cn2)n1 (configuration not stated)
54.2	3.8%	N=c1nc(N)c(N)c(N)n1O

With a hit mark in LDHA block, of those listed so far:
LDHA block	ALOX12 inh	Compound
-33.8*	41.6%[activator]	CCCOC(=O)c1ccc(Nc2nc(C(=O)OCC)nc3ccccc23)cc1
